# Source: PubChem (Broad Institute)
# EWS-Fli inh – inhibitors of EWS/Fli oncoprotein transcriptional activity; A673 NR0B1-luciferase reporter, viability-normalised; inhibition, % at 12.6 µM; actives 0.67% (n = 350,000);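 active = mean inhibition of at least 50% after viability correction, with every replicate also passing that limit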;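 also: firefly luciferase signal divided by Alamar Blue viability fluorescence both relative to DMSO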
# miR-122 sensor – miR-122 inhibition in Huh7 cells; Huh7 miR-122 Renilla luciferase sensor, 48 h; neutral wells = 0, positive control = 100; activation (reporter increase), % at 12.5 µM; actives 0.3% (n = 340,000); AID 602342;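 active = mean replicate activation score at least 90 and every replicate individually at or above 90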;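 also: higher luciferase means less miR-122 activity so hits act as miR-122 inhibitors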
# DENV2 CPE rescue – DENV2-induced cell death inhibition. DENV2-infected cells, cytopathic effect rescue, plate reader. CPE inhibition, % at 9.99 µM. actives 1.7% (n = 350,000); in the data active = CPE inhibition above about 20%, passing the limit was not always enough; tested in BHK-21 cells;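 also: 0% = median of neutral control wells and 100% = median of positive control wells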
# INS-1E GSIS act – GLuc luminescence reporter in INS-1E cells, primary screen for activators of glucose-dependent secretion of insulin | INS-1E GLuc reporter insulin secretion, 2-3 h | actives 0.61% (n = 370,000) | AID 743287 | activation, % at 16.6 µM;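 active = lowest replicate activation of at least 40%, so every replicate reaches that level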;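 also: 0% = median of neutral control wells and 100% = median of IBMX positive control wells; some compounds called inactive have numbers as strong as hits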
# F508del corr – correctors of CFTR F508del function in bronchial epithelial cells. CFBE cells, YFP halide quenching; stimulated with forskolin plus potentiator P3; % fluorescence drop versus neutral controls. activity (quench increase), % at 7.58 µM. actives 0.36% (n = 350,000). AID 720511;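 active = mean added fluorescence quench of at least 8% versus neutral control, with both replicates also reaching 8%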;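 also: cells transiently co-express mutant CFTR-F508del with the halide-sensitive YFP; corrector assay measuring rescue of mutant channel to the surface after 24 h compound exposure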
# FN deposit inh – fibronectin deposition inhibition; AID 743247; AH1F fibroblasts, Alexa488-fibronectin deposition fluorescence, overnight; actives 0.086% (n = 350,000); inhibition, % at 12.6 µM;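 active = mean inhibition across replicates of 30% or more, regardless of how many single replicates reach that level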;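 also: positive control wells lacked labelled fibronectin entirely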
#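 Measured by – fluorescence 485/525 nm · System – AH1F fibroblast monolayer, labelled fibronectin deposition · Amount – 10000 cells per well · Buffer or medium – serum-reduced DMEM (2% serum) · Doses – single dose, pinned · Also added – fluorescent fibronectin at 24 nM final · Schedule – 1 h cell attachment, overnight exposure to compound and label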
# PAX8 reporter – PAX8 transcriptional activity inhibition. RMG-I TPO-luciferase reporter, SteadyGlo, 24 h. inhibition, % at 12.6 µM. AID 652154. actives 1.2% (n = 360,000);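 active = mean replicate inhibition at least 60% with every replicate also reaching 60%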;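 also: luciferase light reporting Pax8 driven TPO promoter activity; plate controls were median of neutral control wells for no effect and mitoxantrone controls for full effect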
# Starred values were filed as active, the others as inactive; / = not tested or not shown; & = joins results of further samples; [ ] = dose if it differs, or a comment.
Structure | EWS-Fli inh | miR-122 sensor | DENV2 CPE rescue | INS-1E GSIS act | F508del corr | FN deposit inh | PAX8 reporter
CCN(CC)CCC12CC(C)OC1=Nc1ccccc1NC2=O (configuration not stated) | -4 | -1 | / | 9 | 0.8 | 6 | -2
CCC(=O)N1[C@H](CO)[C@H](c2ccccc2)[C@H]1CN(CC)C(=O)c1ccc(F)cc1 | 4 | 0[16.7 µM] | / | 4 | -0.9 | 8 | 7
COc1cccc(/C=N/NC(=O)c2nnn(-c3nonc3N)c2-c2cccs2)c1 | 0 | -4 | 0 | 9 | -1.3 | -22 | -26
CC(=O)c1cc(CN2CCC(n3nccc3NC(=O)c3ccccc3)CC2)cs1 | 1 | -6 | 7 | -16 | 3.1 | 14 | 0
O=C(N[C@H]1CC[C@H](CCNC(=O)C2CCC2)O[C@@H]1CO)c1ccncc1 | -1 | / | 10 | -2 | -1.3 | -11 | -20
O=C(c1ccccc1)N1CC(=O)N2[C@@H](CO)[C@H](c3ccc(C#CCC4CCCC4)cc3)[C@@H]2C1 | / | / | -5 | 5 | 0.2 | / | /
COC(=O)[C@]12C[C@H](CC(=O)N3CCOCC3)C(=O)N(Cc3ccc4c(c3)OCO4)C1=C[C@H](COCc1ccccc1)O[C@@H]2C | -4 | / | -2 | / | 1.7 | -4 | -20
S=C(NNC(=S)NC1CC2CCC1C2)NC1CC2C=CC1C2 (configuration not stated) | -8 | 9 | 7 | -3 | -34 | -1 | -36
C[C@H](CO)N1C[C@H](C)[C@H](CN(C)CC2CCCCC2)OCCCC[C@H](C)Oc2ccc(NC(=O)Nc3ccc(C(F)(F)F)cc3)cc2C1=O | -12 | -22[16.7 µM] | 5 | 5 | -0.7 | -4 | 68*
O=C(C[C@H]1C[C@H]2c3cc(NC(=O)c4cccnc4)ccc3O[C@H]2[C@H](CO)O1)NC1CCCCC1 | -2 | 7[16.7 µM] | 0 | 22 | 0.8 | / | -12
CN(C)CC/C=C1/c2ccc(F)cc2Sc2ccc(Cl)cc21 | -8 | -11 | 13 | 16 | -33 | 16 | -16
Nc1nc(CN2CCN(c3ccccc3)CC2)nc(Nc2ccc(Cl)cc2)n1 | 4 | -8 | -4 | -11 | 0.3 | -21 | -15
Cc1cccc(C(=O)NCCCNC(=O)c2ccccn2)c1 | -16 | -2 | 9 | 13 | -1.8 | 16 | 3
CCCCNc1c(-c2cccc(OC)c2)nc2nc(C)cc(C)n12 | 0 | / | -6 | -2 | 2.4 | 7 | -5
COc1ccc(CNC(=O)COC(=O)CN2C(=O)COc3ccccc32)cc1 | -2 | -4 | 1 | -22 | 0.4 | 8 | 3
COc1ccc(CN2CCN(Cc3nc4ccccc4s3)CC2CCO)c(C)c1C (configuration not stated) | 13 | / | -1 | -3 | -1.7 | -5 | 5
C[C@@H]1CN([C@H](C)CO)C(=O)Cc2cc(NS(=O)(=O)c3ccc(F)cc3)ccc2O[C@H]1CN(C)C(=O)Nc1ccc(C(F)(F)F)cc1 | -10 | 2[16.7 µM] | 2 | -10 | -2.9 | / | 4
COc1ccccc1NC(=O)CSc1nnc(CNC(=O)c2ccco2)n1C | 7 | 0 | 2 | -6 | -1.7 | 2 | -20
O=C(Cc1ccccc1)N1CC(=O)N2[C@@H](CO)[C@H](c3ccc(C#CCc4ccccc4)cc3)[C@@H]2C1 | -1 | / | 11 | 8 | 2.5 | / | /
CCCC(O)C#Cc1cnc2c(c1)C(=O)N([C@H](C)CO)C[C@H](C)[C@H](CN(C)S(=O)(=O)c1cccc(OC)c1)O2 (some centres not stated) | -9 | -1[16.7 µM] | -6 | 10 | 0.0 | -6 | /
COc1ccccc1N1CCN(C(=O)c2cc3sccc3n2C)CC1 | / | -1 | / | / | / | -35 | 25
COc1ccccc1CCC(=O)OCC(=O)Nc1c(Br)cc(C)cc1Br | 5 | -3 | 3 | 12 | 3.1 | -2 | -7
C[C@H](CO)N1C[C@H](C)[C@@H](CN(C)S(=O)(=O)c2ccc(F)cc2)Oc2ccc(NC(=O)Nc3ccc(F)cc3)cc2CC1=O | 1 | -11[16.7 µM] | 3 | -7 | 2.2 | / | /
CC(C)(C)Nc1nc(SCc2ccccc2)nc(N2CCOCC2)n1 | / | -6 | / | / | / | 1 | 19
C[C@H](CO)N1C[C@H](C)[C@H](CN(C)S(=O)(=O)c2ccccc2)Oc2ncc(-c3ccc(F)cc3)cc2C1=O | -3 | -4[16.7 µM] | -4 | 3 | 0.8 | 5 | /
CCC(=O)N1C[C@H](C)[C@@H](OC)CN(C)C(=O)c2cc(NC(=O)C3CC3)ccc2OC[C@H]1C | -2 | -17[16.7 µM] | 10 | 8 | 1.4 | -4 | /
COCCN(CC(=O)Nc1cccc(C)c1C)C(=O)c1ccc2c(c1)OCO2 | -5 | / | / | 0 | -1.2 | 6 | 4
O=C(COC(=O)c1ccc([N+](=O)[O-])cc1)Nc1ccccc1C(=O)NC1CC1 | -2 | 0 | -6 | 17 | -2.9 | -6 | 6
N/C(Cc1ccc([N+](=O)[O-])cc1)=N\OC(=O)c1ccc(Br)cc1 | 0 | -7 | 9 | -6 | 2.0 | 4 | 12
CO[C@H](CN(C)S(=O)(=O)c1ccccc1)[C@H](C)CN(Cc1ccccc1Cl)[C@H](C)CO | 9 | / | -1 | 2 | -0.9 | 4 | /
CNS(=O)(=O)c1cccc(C(=O)OCC(=O)N(CCC#N)c2ccccc2)c1 | 3 | / | 3 | 4 | -5.8 | 7 | 22
COC(=O)CCCNC(=O)c1ccc2[nH]c(C)c(C)c2c1 | 1 | 5 | 2 | -1 | 3.0 | -11 | -1
Cc1cccc(OCC(O)CN2CCc3ccccc3C2)c1 (configuration not stated) | / | / | 1 | 31 | -0.6 | 0 | -5
COc1ccc(OCC(=O)OCCNC(=O)c2cccnc2)cc1 | 4 | / | -9 | 8 | 0.6 | 1 | -13
CN(C(=O)COC(=O)c1cncc(Br)c1)C1CCCCC1 | 0 | 4 | 8 | -1 | -2.8 | 0 | -108
CCOC(=O)Cc1csc(NC(=O)C(C)Oc2ccc3c(C)cc(=O)oc3c2)n1 (configuration not stated) | -2 | -1 | -3 | / | -0.5 | 5 | -5
O=C(N/N=C/c1ccc2c(c1)OCO2)C(=O)N1CCCC1 | -19 | -3 | -5 | 12 | -1.3 | 5 | -73
CN(C(=O)c1ccc(NC(=O)Cc2cccc(NC(=O)C3CCN(C(=O)C4CCCC4)CC3)c2)cc1)C1CCCC1 | 4 | 0 | 5 | / | -1.3 | -7 | -2
O=C(CNC(=O)c1ccccc1Br)Nc1cccc(S(=O)(=O)Nc2ccccc2Cl)c1 | 2 | 7 | -5 | -21 | 0.4 | -7 | 4
O=C(NCc1ccc(CNC(=O)c2ccco2)cc1)c1ccco1 | 4 | -1 | -9 | -4 | -0.5 | / | 4
CC(=O)Oc1ccccc1C(=O)OCO/N=[N+](\[O-])N1CCCC1 | 9 | / | 0 | / | 0.7 | / | 5
C[C@@H](NC(=O)C[C@@H]1C=C[C@H](NC(=O)C2CCOCC2)[C@@H](CO)O1)c1ccccc1 | -5 | / | -5 | 8 | -1.6 | / | -6
O=C1/C(=C\c2ccsc2)NC(=S)N1c1ccccc1 | 9 | -4 | 1 | -19 | -0.6 | 0 | 5
CCOc1ccc(Br)cc1CNCc1cccnc1 | 2 | 1 | -1 | 2 | -0.2 | -10 | 3
Cc1ccc(S(=O)(=O)Nc2ccc3c(c2)CC(=O)N([C@H](C)CO)C[C@@H](C)[C@@H](CN(C)C(=O)Nc2ccc(F)cc2)O3)cc1 | 7 | 10[16.7 µM] | 25* | 24 | 0.0 | / | 3
O=C(CCC1CCCN(C2C3CC4CC(C3)CC2C4)C1)NCc1ccc(F)c(F)c1 (configuration not stated) | -1 | / | -5 | -14 | 4.1 | / | 4
CCOc1c(Cl)cc(C(=O)NCCN2CCCCC2)cc1Cl | / | -6 | / | -3 | / | -3 | /
CN1c2ccc(-c3cccc(F)c3)cc2[C@@H]2[C@@H](CCN2C(=O)C2CCOCC2)[C@H]1CO | -9 | -6[16.7 µM] | -21 | 1 | 1.4 | 4 | -6
O=C(CCN1C(=O)/C(=C/c2cccs2)SC1=S)Nc1ccc(O)cc1 | 18 | -8 | -1 | 16 | 0.0 | -2 | -30
COc1ccc2c3c(n(C)c2c1)[C@H](CO)N(Cc1cc(F)ccc1F)CC31CN(C(=O)C2CC2)C1 | 20 | / | -6 | -20 | -0.1 | 2 | /
O=C(COC(=O)C12CC3CC(CC(C3)C1)C2)NNC(=O)c1ccccc1 | 0 | -9 | 0 | -21 | -3.6 | 3 | -3
COc1ccc(CNC(=O)CN2C(=O)NC(c3ccccc3)(c3ccccc3)C2=O)cc1 | 1 | 2 | 5 | -40 | -1.9 | -1 | /
CCCCC1CCC(C(=O)OCC(=O)N(CCOC)c2c(N)n(Cc3ccccc3)c(=O)[nH]c2=O)CC1 (configuration not stated) | 12 | / | 3 | 2 | 1.2 | -3 | -16
Cc1cccnc1NC(=S)NC(=O)c1cccs1 | -99 | 4 | -6 | -2 | -3.0 | / | /
Cc1ccc(/C=N/Nc2nc(C(C)(C)C)cs2)o1 | -98 | 15 | -6 | 5 | 2.3 | -2 | -118
Cc1ccc(NC(=O)COC(=O)Cn2cnc3c2c(=O)n(C)c(=O)n3C)cc1F | -7 | -3 | 3 | 25 | -3.5 | / | -17
C[C@H]1CN([C@@H](C)CO)C(=O)CCCn2nncc2CO[C@@H]1CN(C)C(=O)c1ccc2ccn(C)c2c1 | -5&4 | 0 | 8&3 | -2&11 | 2.9&-1.2 | 3&11 | -1&-2
Cc1cc(OCC(=O)N2CCN(c3ccccn3)CC2)cc(C)c1Br | 2 | -8 | -5 | -17 | 0.1 | 9 | /
CN(C)c1ccc(-c2cccc(C3CC=CC4C3C(=O)N(Cc3ccccc3)C4c3ccc(C(F)(F)F)cc3)c2)cc1 (configuration not stated) | -22 | 16 | / | -31 | 1.5 | -10 | -28
COc1ccccc1NC(=O)c1ccc(NC(=O)CNC(=O)c2ccc(OC)c(OC)c2)cc1 | / | -9 | 6 | 8 | 1.5 | 0 | -1

# (list continues)
Structure | EWS-Fli inh | miR-122 sensor | DENV2 CPE rescue | INS-1E GSIS act | F508del corr | FN deposit inh | PAX8 reporter
CCc1ccc(C(=O)NNc2cc(Cl)cc(Cl)c2)cc1 | -10 | 5 | -11 | / | 1.3 | -3 | 9
COc1ccccc1CCC(=O)N(Cc1ccccc1)c1c(N)n(Cc2ccccc2)c(=O)[nH]c1=O | 6 | -3 | -7 | 6 | -0.9 | 3 | 10
O=C(N[C@@H](Cc1ccccc1)C(=O)OCc1ccccc1)c1nc[nH]c1C(=O)NC1CCNCC1 | -1 | -1 | / | / | 0.0 | -12 | 2
COCCNC(=O)C1(C)CCCN(CCOc2ccc(Cl)cc2)C1 (configuration not stated) | -14 | 0 | -10 | / | -1.1 | 6 | 10
C[C@H](CO)N1C[C@H](C)[C@@H](CN(C)C(=O)C2CCC2)Oc2cc(-c3ccncc3)ccc2S1(=O)=O | -3 | -1[16.7 µM] | / | -2 | -0.8 | / | /

# Entries above that have a Cl atom, in the order listed:
Structure | EWS-Fli inh | miR-122 sensor | DENV2 CPE rescue | INS-1E GSIS act | F508del corr | FN deposit inh | PAX8 reporter
CN(C)CC/C=C1/c2ccc(F)cc2Sc2ccc(Cl)cc21 | -8 | -11 | 13 | 16 | -33 | 16 | -16
Nc1nc(CN2CCN(c3ccccc3)CC2)nc(Nc2ccc(Cl)cc2)n1 | 4 | -8 | -4 | -11 | 0.3 | -21 | -15
CO[C@H](CN(C)S(=O)(=O)c1ccccc1)[C@H](C)CN(Cc1ccccc1Cl)[C@H](C)CO | 9 | / | -1 | 2 | -0.9 | 4 | /
O=C(CNC(=O)c1ccccc1Br)Nc1cccc(S(=O)(=O)Nc2ccccc2Cl)c1 | 2 | 7 | -5 | -21 | 0.4 | -7 | 4
CCOc1c(Cl)cc(C(=O)NCCN2CCCCC2)cc1Cl | / | -6 | / | -3 | / | -3 | /
CCc1ccc(C(=O)NNc2cc(Cl)cc(Cl)c2)cc1 | -10 | 5 | -11 | / | 1.3 | -3 | 9
COCCNC(=O)C1(C)CCCN(CCOc2ccc(Cl)cc2)C1 (configuration not stated) | -14 | 0 | -10 | / | -1.1 | 6 | 10
